High-throughput results: PubChem BioAssay, National Center for Advancing Translational Sciences (NCATS)
ERK EGF inh = EGF-driven ERK pathway inhibition; 0.41% of 130,000 active; Potency, µM (titrated, usually from 11.5 µM), for the others: at the highest dose activity change, negative = inhibition, actives largely listed as inhibitors; HEK293-V1b, EGF-stimulated phospho-ERK AlphaScreen; active = well fitted inhibition curve with a large enough effect; inconclusive = small, poorly fitted or top-dose-only effect, or effect the other way;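 also: plate controls were stimulated vehicle wells for no effect and unstimulated vehicle basal for full effect; nearly all actives have a fitted effect of over 55% in size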
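Readout: AlphaScreen signal for phosphorylated ERK in lysed HEK293 cells stably expressing V1b. Stimulus 25 nM EGF, 5 min, following 30 min compound exposure. Data scaled to DMSO basal and full EGF activation.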
The depositor's hits bear a star; u = inconclusive; [ ] = remark or other dose. Potency is read from the fitted curve at half-maximal effect.

SMILES	ERK EGF inh
O=c1[nH]c(CSc2nc(-c3ccc(F)cc3)cs2)nc2ccccc12	8%
Cc1ccc(NC(=O)CSC(C)C(=O)NCCc2ccccn2)cc1 (stereo not drawn)	2%
Cc1cccnc1NC(=O)c1csnn1	8%[57.5 µM]
NN1C(=O)/C(=C\c2ccco2)SC1=S	33%[57.5 µM]
COc1ccccc1NC(=O)Cc1noc(CSc2nnc(C(F)(F)F)n2C)n1	0%
COc1ccc(Br)cc1S(=O)(=O)NNC(=O)c1c(C)nc2ccccn12	2%
CC1=CC2=NC(=O)/C(=C\c3cc(C)n(-c4ccc(F)cc4)c3C)C(=N)N2O1	0%
CCOc1c(N2CCOCC2)c(=O)c1=O	-7%[57.5 µM]
CN(C)C(=O)c1c([N+](=O)[O-])ncn1C	1%
O=C(Cn1cnc2c(cnn2-c2ccc(F)cc2)c1=O)N1CCCc2ccccc21	28%
COc1ccc(CN(CC(=O)NC2CCCC2)C(=O)c2ccc(-c3ccccc3)[nH]2)cc1	2%
Cc1cccc(-n2nc3c([n+]2[O-])CCc2nonc2-3)c1C	-5%
Cc1ccc(CNc2nc(Cl)c(C#N)s2)cc1	2%
CN(C)C(C(=O)Nc1cc(Cl)cc(Cl)c1)c1ccccc1 (stereo not drawn)	-8%
Cc1ccc2c(c1)C(=O)C(=O)N2CCCOc1ccccc1C	-5%
CCc1cccc(CC)c1NC(=O)COn1nnc2ccc(C(F)(F)F)cc21	3%
CCOC(=O)c1sc(NC(=O)CSc2nc(O)c(Cc3ccccc3)c(=O)[nH]2)nc1C	-3%
Nc1cc(C(F)(F)F)ccc1-n1cccc1	-3%[57.5 µM]
CCN1CCN(C(=O)C(N)Cc2ccccc2)CC1 (stereo not drawn)	-4%
CCn1c(=O)c([N+](=O)[O-])c(N2CCSCC2)c2ccccc21	3%[57.5 µM]
Cc1nc(N2CCCCC2)c2c(-c3cccs3)csc2n1	1%
CCS(=O)(=O)N1Cc2ccccc2CC1C(=O)OCC(=O)N(C(C)C)C(C)C (stereo not drawn)	-4%
N#CC1(C#N)C(c2ccccc2)OC23CCCCC2C1(C#N)C(=N)O3 (stereo not drawn)	-1%
Cc1cccc2sc(NC(=O)[C@H](C)N3C(=O)C4CC=CCC4C3=O)nc12 (stereo partly drawn)	5%[57.5 µM]
COc1ccccc1C(=O)Nc1ccc2c(c1)nc(CCNC(=O)c1ccccc1)n2C	5%[57.5 µM]

Reformatted with each value named: part of the list above.
CCc1cccc(CC)c1NC(=O)COn1nnc2ccc(C(F)(F)F)cc21
  ERK EGF inh = 3%
CCOC(=O)c1sc(NC(=O)CSc2nc(O)c(Cc3ccccc3)c(=O)[nH]2)nc1C
  ERK EGF inh = -3%
Nc1cc(C(F)(F)F)ccc1-n1cccc1
  ERK EGF inh = -3%[57.5 µM]
CCN1CCN(C(=O)C(N)Cc2ccccc2)CC1 (stereo not drawn)
  ERK EGF inh = -4%

Next part:
SMILES	ERK EGF inh
CC(=O)c1cccc(NC(=O)COC(=O)[C@@H](NC(=O)OCc2ccccc2)C(C)C)c1	-2%
Cc1cc(Cc2ccc(N)c(C)c2)ccc1N	9%[57.5 µM]
Cc1ccc(C(=O)CSc2nc3c([nH]2)c(=O)n(C)c(=O)n3C)cc1	-3%
O=C(c1cc(=O)c2ccccc2o1)N1CCN(c2ccccc2)CC1	6%
CN(C)c1ccc2c(c1)Sc1cc(N(C)C)ccc1N2C(=O)c1ccccc1	u
Cc1cccc(NC(=O)c2cc(=O)n(Cc3ccccc3)c(=O)[nH]2)c1	1%
COc1ccccc1/C=C/C(=O)Nc1cccc(S(=O)(=O)NC2=NCCCCC2)c1	3%
COC(=O)CC1C(C)(C)C(OC(C)=O)[C@@]2(O)C=C3C4CC(=O)OC(c5ccoc5)[C@]4(C)CCC3[C@@]1(C)C2=O (stereo partly drawn)	1%
COc1ccccc1/C=C/C=C1N=C(/C=C/c2ccc(Cl)cc2)OC/1=O	u
Cc1ccc(C)c(C(C)NC(=O)c2ccc(Br)o2)c1 (stereo not drawn)	35%
Cc1cc(Br)ccc1NC(=O)c1cnc(N2CCN(c3ccccn3)CC2)c2ccccc12	2%
O=C(CSc1nnc(CNc2ccc(F)cc2)n1CC1CCCO1)Nc1ccccc1 (stereo not drawn)	-5%
N#Cc1ccc(-c2ccco2)nc1SCC(=O)c1ccc(Cl)cc1	u
Cc1ccccc1OCCC(=O)OCC(=O)Nc1cc(S(=O)(=O)N2CCOCC2)ccc1Cl	-7%
CC(=O)N/C(=C/c1ccc(OS(=O)(=O)c2ccc(C)cc2)cc1)C(=O)NCCCO	-2%[57.5 µM]
O=C1Cc2ccccc2Sc2cc(OCCCN3CCCCC3)ccc21	4%
Cc1ccccc1Nc1cc(C(=O)NCC2CCCO2)c2ccccc2n1 (stereo not drawn)	2%[57.5 µM]
CCOC(=O)c1csc(-c2ccc(OC)c(OC)c2)n1	1%
CCSc1nnc(NC(NC(C)=O)(C(F)(F)F)C(F)(F)F)s1	10%
COc1ccccc1NC(=O)CC(NC1CCCCC1)C(=O)O (stereo not drawn)	3%
CCS(=O)(=O)C(C)(CCl)C(=O)Nc1ccc(C(=O)OC)cc1 (stereo not drawn)	10%[57.5 µM]
CC(C)(C)c1ccc(-n2nc(C#N)c(Cl)cc2=O)cc1	u
COc1ccc(/C=C2\SC(=N)N(c3ccc(F)cc3)C2=O)cc1	-9%
CN(CC(=O)Nc1ccccc1Sc1ccccc1)C1CCCCC1	2%
CCc1c(C)nc2c(OC)cccc2c1SCCC(=O)O	0%
C/C(CCc1ccccc1)=N/NC(=O)C(=O)NC(C)c1ccccc1 (stereo not drawn)	-2%
O=C(Nc1ccc2nsnc2c1)C1CC1	25%
O=C(CN1C2=NCCCN2c2ccccc21)c1ccc([N+](=O)[O-])cc1	3%
OC(COc1ccccc1)Cn1c2ccccc2c2ccccc21 (stereo not drawn)	8%
CCCCCCC1CC(C)(C(=O)CNc2nncs2)OC1=O (stereo not drawn)	-4%
COc1cccc(C(=O)Nc2cccc(C(=O)NC3=NN(c4c(Cl)cc(Cl)cc4Cl)C(=O)C3)c2)c1	3%
Cn1c2ccccc2n2c(=O)c(Cl)c(-c3ccccc3)c(C#N)c12	3%
COC(=O)CN(C#N)c1nc(NC(C)C)nc(NC(C)C)n1	0%
Cc1cccc(C)c1N1CCN(c2n[nH]c(N)n2)CC1	-3%
COc1cccc(NC(=O)NC2(C(F)(F)F)Oc3ccccc3O2)c1	12%
Clc1ccccc1C1=CC(c2ccco2)n2nnnc2N1 (stereo not drawn)	-4%[57.5 µM]
O=C(CN1CCN(Cc2ccccc2)CC1)NCC1COc2ccccc2O1 (stereo not drawn)	-7%
CC(c1n[nH]c(=S)n1-c1ccccc1)N1CCCCC1 (stereo not drawn)	3%
COc1ccc(/C=C/C(=O)c2ccc(OC)cc2OC)cc1	2%[57.5 µM]
CCOC(=O)c1cc(-c2ccccc2)n(CCC(=O)N2CCN(c3ccc(OC)cc3)CC2)c1C	-5%
O=C1/C(=C\c2ccc(Br)o2)Cc2ccccc21	-1%
CCOc1ccc2nc(SCC(=O)NCc3ccc(OC)c(OC)c3)[nH]c2c1	0%
COc1ccc(C2CC(c3ccccc3OC(C)=O)=NN2C(C)=O)cc1 (stereo not drawn)	-4%[57.5 µM]
CSc1nnc(CCNC(=O)OC(C)(C)C)o1	1%[57.5 µM]
COc1cccc(-n2nc(C(C)=O)c(=O)[nH]c2=O)c1	14%
Cc1cccc2cc(CN(CCCO)C(=O)Nc3ccc(Cl)cc3)c(=O)[nH]c12	5%
O=[N+]([O-])c1ccc(/C=[N+](\[O-])CCO)o1	-22%[57.5 µM]
CCC(C)C(NC(N)=O)C(=O)Nc1ccc(OCc2ccccc2)cc1 (stereo not drawn)	-8%[57.5 µM]
COCCN(C(=O)CCC(=O)Nc1cc(C)on1)C(C(=O)NC1CCCC1)c1ccccc1C (stereo not drawn)	2%
COc1ccc(NC(=O)c2sccc2-n2cccc2)cc1	-1%

Other entries follow:
SMILES	ERK EGF inh
Cc1nc(-c2ccccn2)nc(SCC(=O)N2CCOCC2)c1Cl	10%[57.5 µM]
O=c1nc(Nc2ccccc2)oc2ccccc12	-5%[57.5 µM]
Cc1ccn2cc(CNS(=O)(=O)c3cccs3)nc2c1	0%[57.5 µM]
COc1cccc(C(=O)NNC(=O)Cc2cccs2)c1	-11%
CCN(CC)S(=O)(=O)c1ccc(Cl)c(NC(=O)COc2ccc3c(C)cc(=O)oc3c2)c1	7%
C=CCNC(=S)NCCCCC1NC(=S)N(CC=C)C1=O (stereo not drawn)	-3%
Cc1ccccc1OCC(=O)NNC=O	-7%
Oc1ccc(Nc2ncnc3scc(-c4ccccc4)c23)cc1	22µM*
CCCCCNC(=O)C1CC=CCC1C(=O)O (stereo not drawn)	-3%
CC(C)CCn1c2ccccc2c2cc(CC(N)=O)ccc21	6%[57.5 µM]
COC(=O)/C(C#N)=C/c1c[nH]c2ccccc12	-14%
Cc1cc(C(=O)CN2CCC(C)CC2)c(C)n1-c1ccc(F)cc1	1%
Cc1ccccc1OCc1nc(-c2ccc(NC(=O)c3cccs3)cc2)no1	9%
Nc1nn2c(C(F)(F)F)cc(=O)[nH]c2c1N=Nc1cccc(F)c1	0%
O=C(CN1C(=O)C2CC=C(Cl)CC2C1=O)N1CCOCC1 (stereo not drawn)	19%
O=C(O)c1cc(-c2cccs2)nn1-c1cccc(Cl)c1	5%
Cc1nnc(N/N=C/c2ccccc2O)n1N	1%
CC(C)OC(=O)CSc1nc(Cc2ccccc2)nc2ccccc12	-33%
CN(C)c1ccc(NS(=O)(=O)c2cc(Cl)ccc2Cl)cc1	3%
Cc1cccn2c(CNCCCn3ncc4ccccc43)c(C(=O)N3CCCCC3)nc12	u
COc1ccc(Cl)cc1NC(=O)[C@@H]1CCCN1C(=O)c1cccs1	-11%
CCCCCCCCOC(=O)/C=C/c1c(C)[nH]c(=O)[nH]c1=O	-4%
CCc1ccc(OCC(=O)NNC(=O)c2cc3ccccc3o2)cc1	-10%
CC(=O)c1cc2ccccc2oc1=O	2%[25.7 µM]
C#CCOCCOCCOCCNc1nc(N2CCN(C(=O)[C@H](CCC(=O)O)n3cc(C(N)CO)nn3)CC2)nc(N2CCN(C(=O)[C@H](Cc3cc4ccccc4[nH]3)n3cc(C(N)[C@H](C)CC)nn3)CC2)n1 (stereo partly drawn)	-7%[57.5 µM]
CCCCC(=O)Nc1cccc(NC(=S)NC(C)=O)c1	-4%
COc1cc(NS(=O)(=O)c2ccc(NC(=O)/C(=C/c3ccccc3Cl)NC(=O)c3ccccc3)cc2)nc(OC)n1	1%
CCOC(=O)c1sc(Nc2nc3c(F)cccc3s2)cc1C	-1%
CC1OC(O[C@H]2CC[C@]3(C)C4C=C[C@]56OC[C@@]7(CC[C@@H](C)[C@H](C)C75)[C@H](O)C[C@@]6(C)[C@]4(C)CC[C@H]3C2(C)C)C(OC2OC(CO)C(O)C(O)C2OC2OCC(O)C(O)C2O)C(O)C1O (stereo partly drawn)	u
Cc1[nH]n(-c2ccc(Cl)cc2)c(=O)c1N=Nc1cccnc1	u
Cc1ccccc1NC(=S)N(CCc1c(C)[nH]c2ccc(F)cc12)Cc1ccncc1	2%
Cc1nc2ccccc2c(C)c1C(=O)c1ccc(F)cc1	-10%
Cc1ccc(S(=O)(=O)Oc2ccc(/C=C(/NC(=O)c3ccccc3)C(=O)NCC(=O)O)cc2)cc1	9%
O=C(Nc1cccc(Cl)c1Cl)C1CCN(c2ncccn2)CC1	5%
O=C(CSc1nc2ccccc2c(=O)n1-c1ccc(F)cc1F)c1c[nH]c2ccccc12	4%
CCCCC1(CC(=O)OCC)C(=O)N(c2ccccc2)N(c2ccccc2)C1=O	4%
CC1CCN(S(=O)(=O)c2ccc(S(=O)(=O)NCc3ccco3)cc2)CC1	-5%
Cc1cccc(C)c1OCc1nc2ccccc2[nH]1	-2%
O=c1c(Cl)c(NCc2ccc(F)cc2Cl)cnn1C12CC3CC(CC(C3)C1)C2	6%
Cc1ccc(C2CC(C(F)F)n3ncc(C(=O)Nc4c(C)nn(Cc5c(F)cccc5Cl)c4C)c3N2)cc1 (stereo not drawn)	9%
COc1ccc(S(=O)(=O)N(C)C)cc1NC(=O)COC(=O)CC1CCCC1	1%
CN(C(=O)Cn1nnc(-c2cccnc2)n1)C1CCCCC1	-12%[57.5 µM]
Cc1ccccc1CSCc1ccc(C(=O)NCCCN2CCOCC2)o1	-5%
CCC(C)(C)NC(=O)CN(Cc1ccccc1Cl)C(=O)CCC(=O)Nc1cc(C)ccn1	1%
O=C(NC1CC1)C1CCN(C2CCN(C(=O)Cc3ccc4c(c3)OCO4)CC2)CC1	-13%
O=C(c1ccncc1)N1CCC[C@@]2(CCN(c3ccccc3)C2)C1	1%

Some of these compounds in order of heavy-atom count, smallest number first:
SMILES	ERK EGF inh
Cc1nc2ccccc2c(C)c1C(=O)c1ccc(F)cc1	-10%
CCOC(=O)c1sc(Nc2nc3c(F)cccc3s2)cc1C	-1%
Cc1ccccc1CSCc1ccc(C(=O)NCCCN2CCOCC2)o1	-5%
COc1cc(NS(=O)(=O)c2ccc(NC(=O)/C(=C/c3ccccc3Cl)NC(=O)c3ccccc3)cc2)nc(OC)n1	1%

These rows are one share of the data; rates above refer to the full screens.
